Screens from PubChem.
TSG101-PTAP inh: blocks PTAP/TSG101 interaction to inhibit HIV-1 budding. Fluorescence polarization, FITC-PTAP peptide / Tsg101 binding. 340,000 tested, under 10 active. Potency, µM (highest dose often 115 µM), inactives show top-dose activity change, negative = inhibition, most hits filed as inhibitors; active means well fitted inhibition curve with a large enough effect in the main read-out, with a control signal flat, not every such curve was filed as active; inconclusive means small, poorly fitted or top-dose-only effect, or effect the other way, or a change in a side signal; inactive means no such curve, though single readings can be large or run the other way; further: potency means the concentration at half of the fitted maximal effect; % of control where 0% means no effect
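Steps: Tsg101 binding domain dispensed (10 uM final), compounds pinned in DMSO, FITC-labeled PTAP-motif peptide added (50 nM final); after 20 min binding at room temperature, polarization measured.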
Mito fusion yeast: mitochondrial division inhibition or fusion activation | S. cerevisiae fusion-defective mutant growth rescue, CellTiterGlo 48 h | Potency, µM (doses to about 46.1 µM), inactives show at the highest dose growth rescue (activation), usual class: activators | 0.23% of 320,000 active;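 further: potency means the concentration at half of the fitted maximal effect; % of control where 0% means no effect; nearly all actives have a fitted effect of over 45% in size; temperature-sensitive fusion mutants such as fzo1-1 at 37 °C on non-fermentable ethanol glycerol medium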
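S. cerevisiae fusion-defective temperature-sensitive mutants (e.g. fzo1-1, mgm1-5) grown 48 h at 37C in YPEG (ethanol/glycerol non-fermentable) medium with 23 nl compound per well; growth rescue read as CellTiterGlo luminescence.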
TSHR antagonist: human thyrotropin receptor antagonism. AID 504810. activity change, negative = inhibition, % at 11.5 µM. TSHR-expressing cells, TSH-stimulated cAMP HTRF, 2 h; stronger effect = lower value. 0.2% of 330,000 active;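 active means activity change below a set negative limit, meaning inhibition stronger than a set level, cut at about -70% in these data; inconclusive means activity change between two set negative limits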; further: on the % scale 0 is the no-effect control and ±100 the full control effect
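Antagonism was scored as loss of TSH-driven cAMP in TSHR cells, stimulated with 4nM TSH (EC80) for 2 hours at 37 deg C and detected by homogeneous HTRF competition immunoassay.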
S-ASM inh: inhibitors of human secretory acid sphingomyelinase. placental ASM, HMU-PC fluorogenic substrate, 60 min. P17405. Potency, µM (titrated, usually from 57.5 µM), for inactives: at the top dose activity change, negative = inhibition, most hits filed as inhibitors. 0.006% of 340,000 active; further: potency means the concentration at half of the fitted maximal effect
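Fluorogenic HMU-PC substrate (9 uM final) is turned over by placental ASM in 60 min at 37 C after a 10 min compound preincubation. Reaction ended by alkaline stop (pH 10), with fluorescence read at 386/447 nm.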
AT treatment: potential ataxia-telangiectasia treatments restoring KAP-1 phosphorylation | Potency, µM (top dose mostly 57.5 µM), for the others: at the top dose activation, actives largely listed as activators | 0.19% of 320,000 active | AID 485349 | […] A-T fibroblasts, KAP-1 phosphorylation AlphaLISA; neocarzinostatin DNA damage 30 min before lysis; further: potency means the concentration at half of the fitted maximal effect; % of control where 0% means no effect; nearly all actives have a fitted effect of over 45% in size
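hTERT-immortalized A-T patient fibroblasts ([…]), 500 cells/well in OPTI-MEM, 1% FBS, got compounds for 60 min, then NCS for 30 min at 37C. Lysates were then assayed for phospho-KAP-1 by AlphaLISA (anti-pKAP1 donor, anti-KAP1 acceptor beads), 6 hr at 25C.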
CXXC DNA block: blocks binding of human MLL CXXC domain to DNA | Potency, µM (series often up to 115 µM), for inactives: top-dose activity change, negative = inhibition, actives largely listed as inhibitors | MLL-CXXC / FITC-HOXA9 DNA fluorescence polarization | Q03164 | 0.037% of 290,000 active; active means well fitted inhibition curve with a large enough effect in the polarisation, with a control signal flat, not every such curve was filed as active; inconclusive means small, poorly fitted or top-dose-only effect, or effect the other way, or a change in a side signal; inactive means no such curve, though single readings can be large or run the other way; the % refers to the polarisation; further: potency means the concentration at half of the fitted maximal effect
Target sequence (Q03164 whole entry, looked up, the tested form may be a part): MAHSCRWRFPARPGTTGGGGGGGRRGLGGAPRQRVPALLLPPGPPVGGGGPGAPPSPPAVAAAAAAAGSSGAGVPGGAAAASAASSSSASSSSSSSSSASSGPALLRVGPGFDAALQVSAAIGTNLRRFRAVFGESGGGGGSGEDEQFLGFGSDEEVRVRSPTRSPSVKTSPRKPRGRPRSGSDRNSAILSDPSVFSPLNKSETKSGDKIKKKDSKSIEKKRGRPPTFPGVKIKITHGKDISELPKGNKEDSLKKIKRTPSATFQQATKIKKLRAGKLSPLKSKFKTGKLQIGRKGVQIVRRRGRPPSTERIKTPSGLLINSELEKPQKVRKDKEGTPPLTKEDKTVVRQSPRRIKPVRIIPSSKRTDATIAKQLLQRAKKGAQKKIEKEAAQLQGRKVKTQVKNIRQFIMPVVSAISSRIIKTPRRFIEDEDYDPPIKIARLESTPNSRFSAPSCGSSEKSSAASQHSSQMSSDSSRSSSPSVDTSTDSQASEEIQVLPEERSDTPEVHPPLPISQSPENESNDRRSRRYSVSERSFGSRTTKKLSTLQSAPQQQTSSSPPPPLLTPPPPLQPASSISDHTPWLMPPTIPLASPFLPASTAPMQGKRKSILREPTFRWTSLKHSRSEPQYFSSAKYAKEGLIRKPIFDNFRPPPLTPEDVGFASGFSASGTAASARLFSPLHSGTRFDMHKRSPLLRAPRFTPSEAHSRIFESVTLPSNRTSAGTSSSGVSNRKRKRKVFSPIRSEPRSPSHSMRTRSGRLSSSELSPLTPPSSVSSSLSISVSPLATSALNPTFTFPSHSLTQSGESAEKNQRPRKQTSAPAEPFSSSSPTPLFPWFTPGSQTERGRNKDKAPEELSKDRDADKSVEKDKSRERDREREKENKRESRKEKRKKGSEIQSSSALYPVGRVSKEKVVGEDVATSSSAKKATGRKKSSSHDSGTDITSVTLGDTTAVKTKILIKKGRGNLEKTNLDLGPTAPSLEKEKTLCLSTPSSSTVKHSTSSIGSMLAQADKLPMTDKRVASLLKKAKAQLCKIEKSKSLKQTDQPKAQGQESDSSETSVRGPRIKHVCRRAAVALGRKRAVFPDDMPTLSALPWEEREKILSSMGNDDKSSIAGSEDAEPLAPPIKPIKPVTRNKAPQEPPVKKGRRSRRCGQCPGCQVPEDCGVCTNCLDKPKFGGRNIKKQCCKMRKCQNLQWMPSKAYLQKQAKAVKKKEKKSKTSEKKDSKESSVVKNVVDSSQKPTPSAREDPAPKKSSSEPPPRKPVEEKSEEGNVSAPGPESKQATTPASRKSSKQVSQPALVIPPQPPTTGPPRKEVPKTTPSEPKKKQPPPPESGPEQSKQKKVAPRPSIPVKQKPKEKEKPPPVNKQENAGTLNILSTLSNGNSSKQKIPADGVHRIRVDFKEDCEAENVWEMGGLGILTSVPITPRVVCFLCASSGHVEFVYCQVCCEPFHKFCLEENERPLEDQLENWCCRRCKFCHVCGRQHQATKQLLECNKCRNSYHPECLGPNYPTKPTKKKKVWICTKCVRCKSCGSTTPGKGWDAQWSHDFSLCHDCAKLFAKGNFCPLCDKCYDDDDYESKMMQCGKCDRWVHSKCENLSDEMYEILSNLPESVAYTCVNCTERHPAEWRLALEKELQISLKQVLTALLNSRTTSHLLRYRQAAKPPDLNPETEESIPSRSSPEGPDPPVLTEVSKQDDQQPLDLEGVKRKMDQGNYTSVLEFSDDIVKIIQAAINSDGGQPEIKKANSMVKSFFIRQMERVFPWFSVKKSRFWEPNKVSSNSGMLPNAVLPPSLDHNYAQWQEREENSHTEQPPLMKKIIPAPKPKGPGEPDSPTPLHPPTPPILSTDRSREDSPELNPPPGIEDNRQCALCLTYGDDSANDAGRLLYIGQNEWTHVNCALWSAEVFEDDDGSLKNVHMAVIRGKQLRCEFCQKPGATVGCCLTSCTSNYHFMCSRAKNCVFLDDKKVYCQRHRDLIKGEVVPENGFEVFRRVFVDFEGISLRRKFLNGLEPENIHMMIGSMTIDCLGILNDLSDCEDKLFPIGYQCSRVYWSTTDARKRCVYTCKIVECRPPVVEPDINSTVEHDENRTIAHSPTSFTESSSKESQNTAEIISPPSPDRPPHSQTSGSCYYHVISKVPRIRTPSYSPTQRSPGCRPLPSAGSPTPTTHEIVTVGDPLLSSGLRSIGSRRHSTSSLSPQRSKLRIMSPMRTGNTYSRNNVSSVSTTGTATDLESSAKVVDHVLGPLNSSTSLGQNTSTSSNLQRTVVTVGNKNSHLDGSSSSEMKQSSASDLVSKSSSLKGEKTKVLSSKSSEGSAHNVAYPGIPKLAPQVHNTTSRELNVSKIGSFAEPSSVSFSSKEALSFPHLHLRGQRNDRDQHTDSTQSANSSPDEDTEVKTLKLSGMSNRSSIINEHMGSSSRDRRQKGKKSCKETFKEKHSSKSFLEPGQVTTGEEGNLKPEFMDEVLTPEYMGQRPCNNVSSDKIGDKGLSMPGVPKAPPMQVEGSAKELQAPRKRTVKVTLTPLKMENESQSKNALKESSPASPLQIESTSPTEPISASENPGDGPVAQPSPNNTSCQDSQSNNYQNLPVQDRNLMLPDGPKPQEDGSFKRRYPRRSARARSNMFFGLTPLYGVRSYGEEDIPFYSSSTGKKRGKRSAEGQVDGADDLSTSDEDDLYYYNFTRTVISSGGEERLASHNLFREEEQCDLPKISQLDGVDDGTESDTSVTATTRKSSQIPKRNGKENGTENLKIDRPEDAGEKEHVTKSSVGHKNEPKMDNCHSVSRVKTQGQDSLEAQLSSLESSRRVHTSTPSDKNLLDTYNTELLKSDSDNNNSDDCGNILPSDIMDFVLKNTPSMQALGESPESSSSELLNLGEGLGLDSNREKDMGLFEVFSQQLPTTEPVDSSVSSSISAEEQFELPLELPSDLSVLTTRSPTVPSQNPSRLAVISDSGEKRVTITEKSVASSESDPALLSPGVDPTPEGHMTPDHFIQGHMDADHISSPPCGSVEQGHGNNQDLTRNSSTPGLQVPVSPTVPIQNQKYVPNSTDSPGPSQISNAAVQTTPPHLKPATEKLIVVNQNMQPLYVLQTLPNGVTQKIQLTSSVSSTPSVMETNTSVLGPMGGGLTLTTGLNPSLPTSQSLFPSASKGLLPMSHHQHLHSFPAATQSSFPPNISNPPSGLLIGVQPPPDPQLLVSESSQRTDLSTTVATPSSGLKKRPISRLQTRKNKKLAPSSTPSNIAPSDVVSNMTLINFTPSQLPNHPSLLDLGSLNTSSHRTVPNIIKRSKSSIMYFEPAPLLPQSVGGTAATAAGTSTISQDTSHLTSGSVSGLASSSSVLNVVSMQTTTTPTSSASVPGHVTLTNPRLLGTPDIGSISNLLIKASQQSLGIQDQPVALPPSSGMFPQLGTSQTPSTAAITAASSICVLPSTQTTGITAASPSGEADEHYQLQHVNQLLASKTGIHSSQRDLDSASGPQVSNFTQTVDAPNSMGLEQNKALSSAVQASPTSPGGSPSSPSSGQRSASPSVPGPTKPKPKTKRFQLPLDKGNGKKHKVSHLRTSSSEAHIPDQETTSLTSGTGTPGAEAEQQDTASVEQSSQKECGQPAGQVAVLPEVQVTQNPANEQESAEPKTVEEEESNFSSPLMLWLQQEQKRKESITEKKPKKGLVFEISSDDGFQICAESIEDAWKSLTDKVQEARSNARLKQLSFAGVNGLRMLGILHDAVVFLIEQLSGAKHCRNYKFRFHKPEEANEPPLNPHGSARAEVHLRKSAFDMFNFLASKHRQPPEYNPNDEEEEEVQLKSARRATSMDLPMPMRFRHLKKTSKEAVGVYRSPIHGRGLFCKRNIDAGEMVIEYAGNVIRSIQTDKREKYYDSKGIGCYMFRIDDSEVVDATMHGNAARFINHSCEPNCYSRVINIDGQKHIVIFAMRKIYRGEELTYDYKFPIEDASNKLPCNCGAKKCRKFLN
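Steps: dispense CXXC domain solution (7 uM) → pin compounds or unlabeled HOX-A9 DNA control → 5 min ambient → add FLSN-HOX-A9 solution (50 nM) → spin → 30 min ambient → fluorescence polarization. Tris pH 7.5/NaCl/DTT/BSA buffer.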
MBNL1 CUG block: blocks human MBNL1 binding to CUG repeat RNA. Potency, µM (titrated, usually from 57.5 µM), without a hit: top-dose activity change, negative = inhibition, actives largely listed as inhibitors. TR-FRET MBNL1-His/biotin-(CUG)12 binding, 665/545 ratio. 0.036% of 280,000 active; active means well fitted inhibition curve with a large enough effect in the signal ratio, with a control signal flat, not every such curve was filed as active; inconclusive means small, poorly fitted or top-dose-only effect, or effect the other way, or a change in a side signal; inactive means no such curve, though single readings can be large or run the other way; the % refers to the signal ratio; further: potency means the concentration at half of the fitted maximal effect; on the % scale 0 is the no-effect control and ±100 the full control effect
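Compound titration spanned 92 nM–58 uM against the MBNL1-His/biotin-(CUG)12 complex. After 60 min at room temperature with 5 nM streptavidin-XL665 and 0.055 ng/ul terbium anti-His, ratiometric 665/545 nm emission (Ex 340 nm) normalized to controls.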
TCR act: T cell receptor activation; primary human leukocytes, anti-CD3, IL-2 HTRF, 48 h; Potency, µM (series often up to 9.22 µM), inactives show at the highest dose activation of IL-2 secretion, actives largely listed as activators; 330,000 tested, under 10 active; AID 504894; further: % of control where 0% means no effect
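Human primary leukocytes + a-CD3 beads + cpd, 48 hr; IL-2 in supernatant by HTRF (ex 320nm / em 665nm). No co-stimulatory signal supplied.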
Menin MLL FP TR: displaces Texas Red mutant MLL peptide from human menin | O00255 | Menin + Texas Red MLL mutant peptide, fluorescence polarization | 0.23% of 270,000 active | Potency, µM (top dose mostly 61.6 µM), inactives show at the top dose FP activity change, negative = inhibition, actives largely listed as inhibitors; active means well fitted inhibition curve with a large enough effect in the polarisation, with a control signal flat, not every such curve was filed as active; inconclusive means small, poorly fitted or top-dose-only effect, or effect the other way, or a change in a side signal; inactive means no such curve, though single readings can be large or run the other way; the % refers to the polarisation; further: potency means the concentration at half of the fitted maximal effect; % of control where 0% means no effect; many of its hits are not listed in these tables
a7 integrin act: integrin-mediated muscular dystrophy alleviation activation; alpha7betagal myoblasts, beta-gal FDG fluorescence, 48 h; 0.064% of 350,000 active; Potency, µM (series often up to 38.3 µM), for inactives: at the top dose activation, most hits filed as activators;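 further: potency means the concentration at half of the fitted maximal effect; 100% = response of the positive control SU9516; nearly all actives have a fitted effect of over 60% in size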
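Alpha7betagal+/- myoblasts (passage 13) were plated 16-24 hr, then exposed to compounds (1:260 dilution of DMSO stock) for 48 hours at 37C. After MPER lysis, β-galactosidase reporter activity was read as FDG fluorescence (ex 480/em 540) after 30 minutes.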
An asterisk follows results filed as active; ? = inconclusive; / = not tested or not shown; [ ] = remark or other dose. Unless noted, the call rests on the fitted dose curve; in most records, active means well fitted curve in the direction sought with a large enough effect; inconclusive means small, poorly fitted or top-dose-only effect, or another doubt; inactive means no such curve, though single readings can be large; an effect the other way counts as inactive or inconclusive. These rows are one share of the data; the hit share may differ from the screen's.

Compound	AT treatment	MBNL1 CUG block	S-ASM inh	a7 integrin act	Menin MLL FP TR	Mito fusion yeast	TSHR antagonist	TSG101-PTAP inh	TCR act	CXXC DNA block
CC(C)(C)OC(=O)C[C@H]1C/C=C\C[C@H](CC(=O)NCCO)C(=O)N[C@@H](c2ccccc2)COC1=O	8.3%	/	-3.0%	9.1%	/	/	9.8	0.3%	-5.4%	/
O=C1SCCc2c1n(Cc1ccccc1)c1ccccc21	8.3%	28.7%	-6.3%	-7.9%	-6.3%	7.2%	-7.5	-4.3%	-6.7%[46.1 µM]	-6.4%
CCCN(CCC)C(=S)NC1CC2C=CC1C2 (centres undefined)	4.5%	2.1%	2.6%	11.2%	/	-7.8%	-5.3	-3.8%	2.8%	-3.8%
CCOc1cccc(-c2c(C(=O)N/N=C(\C)c3ccccn3)nnn2-c2nonc2N)c1	7.0%	7.9%	-10.2%	-13.4%	/	-6.5%	5.1	1.5%	-3.6%	18.5%
CCOC(=O)C1(CCOC)CCN(Cc2ccc3nonc3c2)CC1	19.2%	?	2.7%	?	/	-3.2%	3.7	-8.6%	1.0%	4.6%
COc1cc2[nH]cc(C(=O)NCc3ccccc3)c(=O)c2cc1OC	-1.9%	19.0%	-0.2%	-33.2%	15.6%	-2.0%	-4.3	1.7%	-5.7%	-5.1%
Cc1c(Cl)cccc1NC(=S)N1CCN(Cc2ccccc2)CC1	1.0%	-5.9%	3.4%	-44.4%	13.4%	-2.8%	14.5	-7.0%	1.3%	-3.8%
O=C(O)c1ccc(-c2nc(-c3ccccc3)cs2)cc1	-1.7%	33.6%[activator]	3.4%	18.2%	18.1%	-4.9%	1.1	0.2%	1.6%	7.5%

4 successive records out of the list so far:
Compound	AT treatment	MBNL1 CUG block	S-ASM inh	a7 integrin act	Menin MLL FP TR	Mito fusion yeast	TSHR antagonist	TSG101-PTAP inh	TCR act	CXXC DNA block
CCCN(CCC)C(=S)NC1CC2C=CC1C2 (centres undefined)	4.5%	2.1%	2.6%	11.2%	/	-7.8%	-5.3	-3.8%	2.8%	-3.8%
CCOc1cccc(-c2c(C(=O)N/N=C(\C)c3ccccn3)nnn2-c2nonc2N)c1	7.0%	7.9%	-10.2%	-13.4%	/	-6.5%	5.1	1.5%	-3.6%	18.5%
CCOC(=O)C1(CCOC)CCN(Cc2ccc3nonc3c2)CC1	19.2%	?	2.7%	?	/	-3.2%	3.7	-8.6%	1.0%	4.6%
COc1cc2[nH]cc(C(=O)NCc3ccccc3)c(=O)c2cc1OC	-1.9%	19.0%	-0.2%	-33.2%	15.6%	-2.0%	-4.3	1.7%	-5.7%	-5.1%

(listing goes on)
Compound	AT treatment	MBNL1 CUG block	S-ASM inh	a7 integrin act	Menin MLL FP TR	Mito fusion yeast	TSHR antagonist	TSG101-PTAP inh	TCR act	CXXC DNA block
Cc1ccc(S(=O)(=O)CC2CSc3nnc(C)c(=O)n32)cc1 (centres undefined)	-0.2%	-6.9%	2.1%	1.9%	-23.3%	1.3%	4.3	-4.1%	/	0.0%
O=C(NC1CCN(Cc2ccc(F)cc2)CC1)c1ccccc1	17.1%	/	7.6%	-14.3%	26.5%	-5.2%	2.6	-6.1%	/	9.1%
Cc1c(C(=O)NCc2ccc3c(c2)cc(C)n3C)cccc1[N+](=O)[O-]	14.0%	52.2%[activator]	-0.2%	-17.3%	?	-4.1%	3.7	-4.6%	-7.5%	23.1%
CC(C)(C)c1nc(CN2CCOCC2)ccc1O	-0.7%	?	7.9%	2.2%	-24.4%	13.4%	11.8	-6.9%	1.3%	-5.1%
Cc1c(-n2c(=O)n(Cc3ccccc3)c(=O)c3[nH]cnc32)cccc1S(C)=O (centres undefined)	-8.2%	-0.6%	0.5%	-27.9%	10.0%	5.5%	-1.4	0.5%	0.0%	62.0%[activator]
Cc1ccc(CN2C(=O)C(C)Nc3ncnc(N4CCOCC4)c32)cc1 (centres undefined)	18.4%	/	1.4%	5.4%	/	-5.9%	1.0	-1.4%	-0.1%	/
COCCn1c(C)cc(C2=NNC(=Nc3ccc(F)cc3)SC2)c1C	-6.4%	14.6%	-1.6%	28.3%	9.0%	0.7%	-6.4	-6.3%	3.0%	-1.0%
CCc1ccc(NC(=O)c2cc(-c3ccco3)on2)cc1	-5.2%	-4.3%	19.0%	-5.2%	?	2.6%	7.3	-1.6%	0.1%[46.1 µM]	6.4%
C/C(=N/NC(=O)c1ccc(C(C)(C)C)cc1)c1ccccn1	/	/	0.9%	-31.6%	/	/	/	1.4%	-2.5%	/
CC(Sc1nnnn1C)C(=O)Nc1ccc(Oc2ccccc2)cc1 (centres undefined)	-0.4%	-13.4%	0.2%	18.6%	-1.7%	20.1%	7.6	-4.5%	2.3%	1.8%
Cc1ccc(OCC(=O)N(Cc2ccccc2)C2CCS(=O)(=O)C2)c([N+](=O)[O-])n1 (centres undefined)	7.2%	?	1.1%	-16.4%	3.8%	-4.4%	13.2	-0.9%	3.6%[46.1 µM]	-9.0%
CCC/C(=N/NC(=O)c1nnn(-c2nonc2N)c1CN1CCCCC1)c1ccccc1	/	/	-0.1%	9.7%	/	/	/	-2.1%	-5.4%	/
COc1ccc(-n2cnnc2SCC(=O)Nc2cccnc2Cl)cc1	0.3%	-14.9%	3.7%	2.6%	6.9%	0.0%	3.0	-1.0%	1.3%	9.1%
CCc1ccc(NC(=O)COc2cccc(-n3cnnn3)c2)cc1	0.9%	-5.5%	-3.4%	0.4%	20.8%	-8.3%	3.0	0.1%	-5.8%	-22.1%
O=C(C#Cc1ccccc1)Nc1cccc(F)c1	2.9%	4.1%	-2.1%	-31.2%[inhibitor]	28.6%	1.5%	5.5	1.6%	-3.7%	-19.6%
COc1ccc(C(=O)NCC2OCCc3ccccc32)cc1OC (centres undefined)	-12.3%	-3.5%	2.6%	?	1.7%	2.6%	1.3	-1.6%	-3.8%	-5.6%
CCOC(=O)CCCNS(=O)(=O)c1c(C)ccc2nsnc12	-1.8%	?	-0.4%	0.0%	10.3%	2.0%	-12.3	-3.0%	-2.0%[46.1 µM]	-7.5%
COc1ccccc1C(=O)Nc1ccc2c(c1)nc1n2CCSC1	-4.7%	19.8%	0.6%	18.2%	10.1%	4.1%	10.0	9.7%	-4.3%	13.3%
CN(C(=O)C1CCN(S(=O)(=O)c2cccs2)CC1)c1ccccc1	7.8%	-3.5%	6.4%	?	-6.2%	-2.1%	7.0	-8.5%	-2.7%	0.8%
CC(Oc1cccc(Cl)c1)C(=O)NCc1ccc(S(N)(=O)=O)cc1 (centres undefined)	5.9%	1.9%	0.5%	18.3%	13.8%	-1.1%	-16.4	-4.8%	-6.5%	-11.0%
CCOC(=O)N1CCN(S(=O)(=O)c2ccc3c(c2)CCN3C(=O)CC)CC1	1.3%	-2.3%	2.0%	10.7%	-3.8%	1.4%	-1.6	-3.7%	-1.4%	-3.4%
Cc1cc(C(=O)Cn2nc(C(=O)O)c3ccccc3c2=O)c(C)n1-c1cccc(C(F)(F)F)c1	10.5%	2.9%	-11.0%	8.6%	/	-0.5%	4.1	-0.7%	-2.8%	-12.6%
O=C(CSc1nnc(-c2ccccc2Cl)o1)N1CCCCC1	-3.2%	-12.9%	11.9%	-4.1%	3.4%	-11.3%	-1.6	-4.5%	3.5%	4.2%
O=C(c1cc2cc(F)ccc2[nH]1)N1CCc2ccccc21	11.9%	15.7%	9.7%	1.7%	7.2%	15.8%	-3.6	-3.9%	-9.3%	-1.0%
Cc1ccc(C)c(S(=O)(=O)N2CCCCC2CCNC(=O)C(=O)NCc2ccccn2)c1 (centres undefined)	-0.5%	/	2.6%	3.1%	/	0.9%	4.0	-1.3%	6.3%	/
CCNC(=O)C(=O)NCC1CCCN1S(=O)(=O)c1cccs1 (centres undefined)	3.3%	/	2.9%	8.0%	/	-1.1%	3.1	0.3%	-1.8%	/
Cc1ccc2cc(S(=O)(=O)NCCCC(=O)O)ccc2c1	3.8%	-1.6%	4.0%	4.7%	1.0%	-3.1%	-11.2	-1.8%	-1.2%	-10.2%
COc1cccc(C2C(C(=O)c3cc4ccccc4o3)=C(O)C(=O)N2CCN(C)C)c1OC (centres undefined)	/	/	0.6%	27.1%	/	/	/	-8.8%	-6.4%	/
